High-throughput results deposited in PubChem BioAssay by Sanford-Burnham Center for Chemical Genomics.
SENP8 inh – blocks human SENP8 cleavage of Nedd8 substrate. Q96LD8. recombinant SENP8, Nedd8 substrate fluorescence. inhibition, % at 20 µM. hit rate 0.64% among 360,000; in the data active means inhibition mostly above about 40%, no sharp cut-off; inactive means mostly below about 27%
SENP1 inh – inhibitors of human SENP1 SUMO protease catalytic domain | Q9P0U3 | recombinant SENP1 catalytic domain, CyPet-SUMO1-YPet FRET cleavage | inhibition, % at 10 µM | hit rate 0.21% among 360,000 | AID 624204;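 active means inhibition at least 30% at 10 µM, raw YFP signal under a set limit, fluorescence ratio 0.5 to 1.5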;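 further: 0% = enzyme with DMSO and 100% = no enzyme wells; some results filed as inactive read as strong as hits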
Target sequence (Q9P0U3 419-644 limits assumed): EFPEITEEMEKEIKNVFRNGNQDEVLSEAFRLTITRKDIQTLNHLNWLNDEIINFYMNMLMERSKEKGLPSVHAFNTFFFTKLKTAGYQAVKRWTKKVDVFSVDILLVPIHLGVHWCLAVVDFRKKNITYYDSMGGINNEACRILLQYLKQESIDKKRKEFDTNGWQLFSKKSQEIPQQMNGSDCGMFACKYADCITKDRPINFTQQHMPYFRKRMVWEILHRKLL
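Material: hSENP1 catalytic domain, recombinant; medium: Tris pH 8 with BME, BSA, NP40 and catalase; compound: single concentration of 10 µM compound, 0.5% DMSO final; technique: FRET read of cyan and yellow fluorescence; timing: 50 min enzyme reaction, room temperature, light-protected; reagent: SFCypet-SUMO1-SFYpet substrate at 25 nM; control set: no-enzyme low, enzyme-DMSO high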
hIAP activ – human IAP activation | AID 2524 | hit rate 0.16% among 330,000 | purified human IAP, CDP-Star luminescence, 30 min; stronger effect = higher value; 1 = vehicle-only enzyme, 0 = enzyme-free background | activation factor at 10 µM;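 active means activation factor of the enzyme at least 2-fold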; further: the source names both 10 and 20 µM as test concentration; values of inactives mirror those of a sister screen read the other way
ATG4B inhibitor – inhibitors of human ATG4B cysteine protease | Q9Y4P1 | ATG4B cleavage of LC3-PLA2, NBD-HPC fluorescence, 1 h | inhibition, % at 8.33 µM | hit rate 0.51% among 340,000; in the data active means inhibition above about 40%
Target sequence (Q9Y4P1 whole entry, looked up): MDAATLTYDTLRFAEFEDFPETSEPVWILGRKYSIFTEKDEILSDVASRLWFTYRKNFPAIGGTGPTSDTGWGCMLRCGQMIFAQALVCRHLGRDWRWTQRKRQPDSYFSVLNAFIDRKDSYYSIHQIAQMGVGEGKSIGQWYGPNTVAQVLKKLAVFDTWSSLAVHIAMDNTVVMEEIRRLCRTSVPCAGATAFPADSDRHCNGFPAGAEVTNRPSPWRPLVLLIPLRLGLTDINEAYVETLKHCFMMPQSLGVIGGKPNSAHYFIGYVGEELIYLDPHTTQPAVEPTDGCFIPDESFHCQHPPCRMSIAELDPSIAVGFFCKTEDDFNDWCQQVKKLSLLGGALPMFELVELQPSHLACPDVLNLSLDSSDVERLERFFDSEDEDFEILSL
SENP6 inh – SENP6 protease inhibition. inhibition, % at 10 µM. hit rate 1.8% among 330,000. Q9GZR1. AID 2599. Recombinant SENP6 catalytic domain, aminoluciferin luminescence;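 active means inhibition above about 50% at the single tested dose, limit read from the data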;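 further: plate controls were DMSO wells with enzyme for no effect and DMSO wells lacking enzyme for full effect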
Target sequence (Q9GZR1 628-1112 limits assumed): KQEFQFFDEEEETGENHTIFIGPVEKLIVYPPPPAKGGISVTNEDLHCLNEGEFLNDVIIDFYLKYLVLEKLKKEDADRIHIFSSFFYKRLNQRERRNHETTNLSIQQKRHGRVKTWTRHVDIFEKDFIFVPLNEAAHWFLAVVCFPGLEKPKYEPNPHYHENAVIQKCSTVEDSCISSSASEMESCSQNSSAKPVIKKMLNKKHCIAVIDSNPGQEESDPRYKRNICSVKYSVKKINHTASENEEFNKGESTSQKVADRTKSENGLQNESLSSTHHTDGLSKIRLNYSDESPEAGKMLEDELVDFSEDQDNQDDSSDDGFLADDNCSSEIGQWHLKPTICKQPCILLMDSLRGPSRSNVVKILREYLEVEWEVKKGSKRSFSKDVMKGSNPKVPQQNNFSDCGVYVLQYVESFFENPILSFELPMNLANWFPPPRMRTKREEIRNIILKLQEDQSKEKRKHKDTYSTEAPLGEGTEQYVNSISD
GRIN3A LBD mod – modulators (binders) of human NR3A ligand-binding domain; hit rate 2.5% among 340,000; AID 1259313; Tm shift relative to glycine control, % at 25 µM; NR3A LBD differential scanning fluorimetry, Tm shift; 0% = protein alone, 100% = glycine-bound protein;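 active means melting temperature shift of at least 10% of the positive control shift, at one fixed dose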
MPTP block – inhibitors of mitochondrial permeability transition pore | isolated mouse mitochondria, Ca2+ swelling absorbance, 30 min | inhibition, % at 10 µM | hit rate 1.4% among 360,000;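 active means inhibition of 50% or more, scaled per plate between neutral and stimulator controls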;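 further: 0% = DMSO wells given calcium and 100% = 1 mM EGTA wells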
PfG6PD inh – PfG6PD (Plasmodium falciparum) enzyme inhibition; inhibition, % at 20 µM; hit rate 0.78% among 350,000; PfGluPho enzyme, NADPH resazurin-diaphorase fluorescence;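 active means inhibition reaching at least a set limit at 20 µM in the primary screen, cut at about 59% in these data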;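 further: 0% = DMSO wells with substrate and 100% = DMSO wells lacking glucose-6-phosphate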
The depositor's hits bear a star; . = no result given.

SMILES	SENP8 inh	SENP1 inh	hIAP activ	ATG4B inhibitor	SENP6 inh	GRIN3A LBD mod	MPTP block	PfG6PD inh
O=C(NCc1ccccc1)C1CCCN(S(=O)(=O)c2ccc(F)cc2)C1 (stereo not drawn)	13	1	1	-4	5	5	-1.7	4
CCCN1CCN(CCCNC(=O)c2ccc(CS(=O)c3ccccc3C)o2)CC1 (stereo not drawn)	15	0	0.92	3	-4	-3	-1.1	-1
CC1CN(C(=O)Nc2ccc(F)cc2F)CC(C)O1 (stereo not drawn)	2	-1	1.1	-4	13	-1	0.0	6
CCOC(=O)CSc1nc(C)c(CC)c(C)c1C(N)=O	16	1	0.95	-4	5	-1	-2.1	17
Cc1csc(SC(C)C(=O)NCC(=O)Nc2ccc(F)c(F)c2F)n1 (stereo not drawn)	11	2	0.94	-4	-8	-1	2.6	1
FC(F)(F)Oc1ccc(NC(=S)NCCCN2CCOCC2)cc1	1	1	1	-3	-3	1	0.1	36
Cc1nn(-c2ccc(C(=O)NCC(c3ccco3)N3CCCC3)cc2)c(C)c1Cl (stereo not drawn)	5	-3	0.95	1	-10	1	0.7	8
CCOc1ccc(NC(=O)CSc2n[nH]c(=O)n2-c2ccccc2)cc1	12	1	0.95	5	3	3	-0.5	-8
c1ccc(CN2c3ccccc3-c3nc4ccccc4n3C2c2ccccn2)cc1 (stereo not drawn)	-258	-6	0.92	-2	-4	3	6.1	-4
CCc1ccc(N(C(=O)c2csnn2)C(C(=O)NC(C)(C)C)c2ccccn2)cc1 (stereo not drawn)	6	2	1	-3	-10	0	1.9	-15
COC(=O)C1(O)CC(C(C)C)=NN1C(=O)c1ccccc1 (stereo not drawn)	20	3	1	0	-4	0	0.5	-7
COc1ccc(CCN(C(=O)C(F)(F)F)C(C(=O)NC2CCCCC2)c2ccc(C)s2)cc1OC (stereo not drawn)	14	2	1	-5	-41	-1	2.4	0
O=C(Cn1ncc2c3ccccc3n(Cc3ccccc3)c2c1=O)NCCN1CCOCC1	-39	-2	0.94	3	22	2	1.1	5
C=CC[C@H](CC(=O)N(CCO)Cc1ccccc1)C(=O)N[C@H](COC(=O)[C@H](CC=C)CC(=O)OC(C)(C)C)Cc1ccccc1	21	3	1	14	6	0	-0.3	18
O=C(NCCCl)NNC(=O)c1cc2ccccc2cc1O	-20	12	1.1	7	3	-1	1.2	-18
COc1ccc(-c2coc3cc4oc(=O)cc(-c5ccccc5)c4cc23)cc1F	-19	-19	1.1	2	-1	-9	2.3	-21
COc1cc(C2CC(=O)c3cnc(N)nc3C2)cc(OC)c1OC (stereo not drawn)	10	0	0.79	13	-7	-1	3.4	8
Cc1cccc(CN2CCCC(C(=O)N3CCc4ccccc4C3)C2)c1 (stereo not drawn)	31	-2	1.1	10	7	2	-0.1	-1
N#CC1=C(N)NC(=S)C(C(N)=O)C1c1ccccc1F (stereo not drawn)	-20	-8	0.76	1	4	-1	-2.8	30
COc1ccc(NC(=S)Nc2ccc(OCc3ccccc3)cc2)c(OC)c1	8	1	1.1	-8	-18	10*	13	2
O=C(OCc1nnc(-c2ccc(Cl)cc2)o1)c1ccc(O)cc1	-10	-2	1	-10	6	-6	0.0	-7
CCOc1cc(C(=S)N2CCCCC2)ccc1OS(=O)(=O)c1ccc(Cl)cc1	31	3	1.2	-3	-17	-2	7.9	3
COc1cccc(CNC(=O)[C@@H](C)N2C(=O)N3CCc4c([nH]c5ccc(OC)cc45)C3(C)C2=O)c1 (stereo partly drawn)	-11	-10	0.97	-56	-11	-2	0.2	2
COc1cccc(NC(=O)c2ccn(C)n2)c1	21	-2	0.91	-7	-47	0	0.7	-5

In a second layout: 6 of the compounds above
The line under a structure holds: SENP8 inh | SENP1 inh | hIAP activ | ATG4B inhibitor | SENP6 inh | GRIN3A LBD mod | MPTP block | PfG6PD inh
N#CC1=C(N)NC(=S)C(C(N)=O)C1c1ccccc1F (stereo not drawn)
    -20 | -8 | 0.76 | 1 | 4 | -1 | -2.8 | 30
COc1ccc(NC(=S)Nc2ccc(OCc3ccccc3)cc2)c(OC)c1
    8 | 1 | 1.1 | -8 | -18 | 10* | 13 | 2
Cc1cccc(CN2CCCC(C(=O)N3CCc4ccccc4C3)C2)c1 (stereo not drawn)
    31 | -2 | 1.1 | 10 | 7 | 2 | -0.1 | -1
CCOc1cc(C(=S)N2CCCCC2)ccc1OS(=O)(=O)c1ccc(Cl)cc1
    31 | 3 | 1.2 | -3 | -17 | -2 | 7.9 | 3
O=C(Cn1ncc2c3ccccc3n(Cc3ccccc3)c2c1=O)NCCN1CCOCC1
    -39 | -2 | 0.94 | 3 | 22 | 2 | 1.1 | 5
O=C(NCCCl)NNC(=O)c1cc2ccccc2cc1O
    -20 | 12 | 1.1 | 7 | 3 | -1 | 1.2 | -18

The results go on.
SMILES	SENP8 inh	SENP1 inh	hIAP activ	ATG4B inhibitor	SENP6 inh	GRIN3A LBD mod	MPTP block	PfG6PD inh
O=C(O)c1ccc(/C=N/N2CCN(c3ccccc3)CC2)cc1	17	3	1.1	0	62*	-1	-0.5	-9
Cc1cccc(C)c1NC(=O)CSc1nnc(C)c(=O)[nH]1	12	1	1.1	-3	-5	-2	-0.5	-2
CC(NC(=O)c1ccccc1NC(=O)CN1CCc2ccccc2C1)c1ccccc1 (stereo not drawn)	-27	-6	0.96	-11	-12	1	0.3	4
COc1ccccc1N(Cc1cc(=O)[nH]c2ccccc12)C(=O)c1cccc([N+](=O)[O-])c1	19	3	1.1	-8	7	-1	2.8	-9
COc1ccc(OC)c(NC(=O)c2cc3n(n2)C(C(F)(F)F)CC(c2ccc4c(c2)OCO4)N3)c1 (stereo not drawn)	18	2	1.1	14	26	-3	1.2	27
Cc1cc([N+](=O)[O-])nn1CC(=O)N1CCCc2ccccc21	12	0	1.1	0	-7	0	-0.3	7
COCCn1c(N)c(N(Cc2ccccc2)C(=O)c2ccc(C#N)cc2)c(=O)[nH]c1=O	-111	-4	1.2	-5	5	0	0.3	-3
COc1ccc(NC(=O)c2ccccc2CC[N+](=O)[O-])cc1	3	-1	0.98	3	-14	1	0.3	-9
COc1ccc(NC(=O)N2CCN(c3nc4ccccc4n3C(C)C)CC2)cc1	17	-1	1.1	-3	9	-3	-2.0	-3
NC(=O)COC(=O)c1cccc(NS(=O)(=O)/C=C/c2ccccc2)c1	6	0	0.91	-1	4	12*	0.7	10
COc1ccc(N(C(=O)c2ccco2)C(C(=O)NC2CCCC2)c2ccc(N3CCOCC3)cc2)c(OC)c1 (stereo not drawn)	7	1	1	-2	15	0	0.0	-4
Cc1nn(Cc2ccc(Cl)cc2)c(C)c1NC(=O)CCCn1nc(C)c([N+](=O)[O-])c1C	9	1	0.88	9	-18	-4	-12	-6
O=C(NCc1ccc(Cl)cc1)C(=O)NCC1CCCN1S(=O)(=O)c1cccs1 (stereo not drawn)	0	-10	0.94	-8	9	-1	-1.4	5
COC(=O)/C(=C\c1c[nH]c2ccccc12)NC(C)=O	2	1	1.1	-11	-12	4	-1.7	2
CC(C)COC(=O)N1CC(O)CC1C(=O)O (stereo not drawn)	11	3	1.1	-5	-19	2	3.3	-5
CCc1ccc(N2CCN(C(=O)N3CCOCC3)CC2)cc1	12	0	0.95	-14	-9	-1	0.8	11
O=C(COC(=O)c1ccccn1)NCc1cccs1	7	-4	0.97	-1	1	-1	-1.1	-7
CCOC(=O)c1c(C)[nH]c(C(=O)C(C)OC(=O)c2oc3ccccc3c2COC)c1C (stereo not drawn)	14	1	1.1	-3	-3	-2	0.3	1
CSc1nnc(N2C(=O)C(O)=C(C(=O)c3ccco3)C2c2ccccc2)s1 (stereo not drawn)	-34	10	0.92	-3	2	2	-0.6	5
C[C@H]1CN([C@@H](C)CO)C(=O)c2cc(C#Cc3ccccn3)cnc2O[C@@H]1CN(C)Cc1ccccc1	-7	-1	.	.	.	.	-0.3	0
OC1CN=C2C=CC=CN2C1 (stereo not drawn)	-88	0	0.89	-4	-35	0	-1.9	-12
CCOc1ccc(C(=O)NCC(=O)OCC(=O)Nc2ccccc2OC)cc1	20	-2	1.1	1	0	-3	0.7	-14
CN(C)S(=O)(=O)N1CCN(S(=O)(=O)N(C)C)CC1	11	3	1.1	-4	-4	-1	-1.6	-4
CCN(CC)S(=O)(=O)c1cccc(-c2cn3cccnc3n2)c1	-416	-5	0.96	3	-19	1	0.9	9

Structures listed so far marked active in SENP6 inh:
Compound	SENP1 inh	hIAP activ	ATG4B inhibitor	SENP6 inh	GRIN3A LBD mod	MPTP block	PfG6PD inh
O=C(O)c1ccc(/C=N/N2CCN(c3ccccc3)CC2)cc1	3	1.1	0	62*	-1	-0.5	-9

Next section:
SMILES	SENP8 inh	SENP1 inh	hIAP activ	ATG4B inhibitor	SENP6 inh	GRIN3A LBD mod	MPTP block	PfG6PD inh
Cc1ccc(/C=N/NC(=O)c2ccccn2)o1	-8	0	1.2	-2	-18	4	-0.7	-3
O=C(c1cc(-c2cccc(O)c2)on1)N1CCCCCC1	12	0	0.95	-10	37	0	0.0	15
CCC(=O)C1CCCN(C(=O)CCc2nnc(-c3ccc(C(C)=O)s3)o2)C1 (stereo not drawn)	-1	1	1	22	12	-2	-0.5	-7
Cc1ccc(S(=O)(=O)NCCNS(=O)(=O)c2ccccc2Br)cc1	-2	1	.	-10	.	3	1.6	3
O=[N+]([O-])c1ccc(N2CCCCC2)nc1N1CCCCC1	21	1	0.98	11	1	2	4.5	-13
CC#CCOCC1CNC(=O)O1 (stereo not drawn)	6	-2	.	.	.	.	-1.8	-19
COc1cc(NC(=O)CSc2nc(C)cc(C)n2)cc(OC)c1OC	8	1	1.2	4	10	-1	0.0	-1
CC1(C)CC(N=C2C([N+](=O)[O-])=CC=C3C2=NC2(CCCCC2)N3O)CC(C)(C)N1	50*	1	1	2	24	4	6.7	16
NNC(=O)CN1CCCc2ccccc21	-19	-7	1	2	-5	-2	-0.1	-5
COCCOC(=O)C1=C(N)OC2=C(C(=O)CC(C)(C)C2)C1c1ccncc1 (stereo not drawn)	11	-3	0.89	0	-5	1	0.0	-10
CCOc1ccc(C(F)(F)F)cc1NC(C)=O	7	2	1	-4	4	-2	-1.7	20
COc1ccccc1CNC(=O)c1cnn2c(C(F)F)cc(C)nc12	-92	-3	1.1	-13	0	-1	-2.0	-15
Cc1ccc(NC(=O)C(=O)C2C(=O)Nc3ccccc32)cc1 (stereo not drawn)	25	1	1.1	0	17	-1	-1.1	1
O=C(CCN1CCCCO1)N1CCCC(Nc2ccc(F)cc2)C1 (stereo not drawn)	6	0	0.98	-1	1	-1	-0.2	-1
C[C@]12CCC(=O)C=C1CC[C@@H]1[C@@H]2C(=O)C[C@@]2(C)[C@H]1CC[C@]2(O)C(=O)CO	-4	0	1	3	-10	-1	-0.3	17
O=C(O)/C(=C\c1ccc(Cl)cc1)c1ccc(S(=O)(=O)N2CCCC2)s1	-40	-2	1	-2	1	4	-1.4	-21
O=C(OCc1nnc(-c2ccccc2)o1)c1cc(S(=O)(=O)N2CCOCC2)c(Cl)cc1Cl	27	1	0.82	4	-16	5	0.1	-9
CCC(Br)C(=O)Nc1ccc(OC)cc1 (stereo not drawn)	13	-1	1	0	-9	0	-0.7	-10
O=C1CC(C(=O)Nc2ccc(Cl)c(Cl)c2)S/C(=N\N=C\c2ccco2)N1 (stereo not drawn)	12	-5	1	-1	-10	6	1.8	-17
CC(=O)NC1=NN(C(C)=O)C(C)(CCS(=O)(=O)c2ccc(Br)cc2)S1 (stereo not drawn)	7	7	0.97	-6	-5	-3	0.4	-4
Clc1ccc2nc(N3CCNCC3)nc(-c3ccccc3)c2c1	-296	-23	0.99	8	-18	-3	3.7	5
Cc1ccc(C(C)NC(=S)NC2CCCCC2)c(C)c1 (stereo not drawn)	5	-1	1.1	13	-9	-4	2.4	6
O=C(N/N=C/C=C/c1ccc2c(c1)OCO2)C(O)c1ccccc1 (stereo not drawn)	-195	1	1	-5	0	1	0.6	0
Cc1ccc(S(=O)(=O)Nc2nc(C)c(C(=O)NN)s2)cc1	-28	-26	0.82	-7	-2	0	-1.6	-27
O=C(NCCc1csc(-c2ccccc2)n1)c1ccco1	24	1	0.88	7	-2	-3	2.8	-7
